# Screening data as filed in PubChem BioAssay.
# GSTO1 counter: blocks human GSTO1 in RBBP9 counter-screen; recombinant GSTO1, activity-based probe fluorescence polarization; inhibition, % at 5.96 µM; actives 1.1% (n = 300,000); AID 1974;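 active = inhibition above the campaign mean inhibition plus 3 SD, cut at about 35% in these data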;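 note: 0% = GSTO1-1 with DMSO and 100% = wells lacking GSTO1-1 enzyme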
# Target sequence (P78417 whole entry, looked up): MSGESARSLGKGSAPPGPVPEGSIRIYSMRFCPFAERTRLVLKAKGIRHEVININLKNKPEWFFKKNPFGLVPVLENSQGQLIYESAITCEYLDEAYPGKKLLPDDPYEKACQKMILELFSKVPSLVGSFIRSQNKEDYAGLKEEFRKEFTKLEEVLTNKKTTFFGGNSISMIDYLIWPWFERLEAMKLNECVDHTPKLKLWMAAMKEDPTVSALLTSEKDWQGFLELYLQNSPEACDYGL
# ZTA counter: counter-screen for EBNA-1 inhibitors: inhibitors of Epstein-Barr virus ZTA; ZTA-DNA binding, fluorescence polarization; inhibition, % at 11 µM; actives 0.15% (n = 320,000); AID 2234; in the data active = inhibition above about 33%
# Target sequence (P03206 whole entry, looked up): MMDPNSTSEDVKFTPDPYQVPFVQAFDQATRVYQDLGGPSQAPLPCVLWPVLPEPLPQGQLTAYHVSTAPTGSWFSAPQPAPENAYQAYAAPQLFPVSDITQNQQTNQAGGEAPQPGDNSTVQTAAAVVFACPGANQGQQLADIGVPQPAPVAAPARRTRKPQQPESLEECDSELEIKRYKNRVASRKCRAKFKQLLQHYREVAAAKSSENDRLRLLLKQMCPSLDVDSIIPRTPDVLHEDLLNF
# PAFAH1B3 FP inh: blocks human PAF acetylhydrolase 1B catalytic subunit 3. actives 0.28% (n = 340,000). recombinant PAFAH1B3, FP-rhodamine probe, fluorescence polarization. Q15102. inhibition, % at 3.39 µM;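 active = inhibition above the screen-wide average of all tested compounds plus 3 SD, cut at about 25% in these data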;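 note: 0% = enzyme with DMSO only and 100% = wells lacking PAFAH1B3 protein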
# EBNA-1 inh: blocks EBNA-1 binding to DNA. EBNA-1 DNA binding, fluorescence polarization. inhibition, % at 14.8 µM. actives 0.34% (n = 300,000); in the data active = inhibition above about 28%
# PREPL inhibitor: inhibitors of human prolyl oligopeptidase-like enzyme PREPL. actives 0.68% (n = 320,000). Q4J6C6. recombinant PREPL, fluorescence polarization activity-based probe. inhibition, % at 5.96 µM; in the data active = inhibition above about 43%;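 note: 0% = enzyme with DMSO and 100% = wells lacking enzyme; many of its hits are not listed in these tables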
# LYPLA1 inh: counter-screen for PME1 inhibitors: inhibitors of human LYPLA1; O75608; recombinant LYPLA1, FP-Rh probe fluorescence polarization; inhibition, % at 5.9 µM; actives 0.16% (n = 320,000); AID 2174;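 active = inhibition above the mean of all tested compounds plus 3 SD, set per campaign, cut at about 14% in these data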;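 note: inhibitors block serine hydrolase probe labeling of LYPLA1 so polarization falls; 0% = enzyme with DMSO and 100% = wells lacking LYPLA1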
# Target sequence (O75608 whole entry, looked up): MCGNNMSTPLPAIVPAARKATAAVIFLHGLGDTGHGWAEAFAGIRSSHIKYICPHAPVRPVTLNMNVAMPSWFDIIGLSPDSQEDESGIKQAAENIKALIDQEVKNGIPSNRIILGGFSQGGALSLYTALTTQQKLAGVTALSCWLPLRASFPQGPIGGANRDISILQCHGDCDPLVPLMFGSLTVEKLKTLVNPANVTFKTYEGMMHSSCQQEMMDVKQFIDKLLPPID
# PAD4 inh: inhibitors of human PAD4; Q9UM07; recombinant PAD4, RCA probe fluorescence polarization; inhibition, % at 6.36 µM; actives 0.41% (n = 330,000);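 active = percent inhibition above a cutoff equal to the mean of all tested compounds plus 3 SD, cut at about 15% in these data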;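 note: 0% = PAD4 with RCA probe and DMSO and 100% = probe without PAD4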
# LYPLA2 inh: blocks human lysophospholipase 2, a PME1 counter-screen. O95372. recombinant LYPLA2, FP-Rh probe fluorescence polarization. inhibition, % at 5.9 µM. actives 0.38% (n = 320,000). AID 2177;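 active = inhibition above the screen-wide mean plus 3 SD, limit set per campaign, cut at about 26% in these data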;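 note: 0% = LYPLA2 with DMSO and 100% = wells lacking LYPLA2 enzyme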
# Target sequence (O95372 whole entry, looked up): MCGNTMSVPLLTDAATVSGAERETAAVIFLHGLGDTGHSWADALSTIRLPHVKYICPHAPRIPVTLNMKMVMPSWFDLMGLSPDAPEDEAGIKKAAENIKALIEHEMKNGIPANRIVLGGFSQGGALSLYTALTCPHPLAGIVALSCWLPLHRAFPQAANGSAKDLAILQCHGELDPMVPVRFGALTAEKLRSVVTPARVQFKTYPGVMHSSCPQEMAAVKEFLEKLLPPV
# PAFAH2 FP inh: inhibitors of human PAFAH2 | Q99487 | recombinant PAFAH2, FP-rhodamine activity probe, fluorescence polarization | AID 492956 | actives 0.99% (n = 340,000) | inhibition, % at 3.39 µM;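 active = inhibition above the mean over all tested compounds plus 3 SD, cut at about 30% in these data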;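 note: inhibitors block probe labeling of enzyme so polarization drops; 0% = enzyme with DMSO and 100% = wells lacking PAFAH2 protein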
# An asterisk follows results filed as active; . = not tested or not shown. This is a subset; count on the stated rates, not on these rows.
SMILES,GSTO1 counter,ZTA counter,PAFAH1B3 FP inh,EBNA-1 inh,PREPL inhibitor,LYPLA1 inh,PAD4 inh,LYPLA2 inh,PAFAH2 FP inh
CN1CCN(c2ccc(Cl)cc2NS(=O)(=O)c2ccccc2Cl)CC1,9,21,1,5,-1,1,-1,-4,-5
O=C(O)[C@H](Cc1ccccc1)N1C(=O)c2ccncc2C1=O,4,-8,8,-9,2,-2,-1,-10,-6
CCCN(CCC)C1CC(=O)N(Cc2ccccc2)C1=O (configuration not stated),-5,7,-1,2,0,-4,2,-3,-6
O=[N+]([O-])c1cccc(NNS(=O)(=O)c2ccccc2F)c1,4,14,-1,-10,4,0,3,2,15
COc1ccc([C@@H]2[C@@H]3C(=O)N(C(C)(C)C)C(=O)[C@@H]3[C@]3(CC(C)C)C(=O)N(c4cccc(Br)c4)C(=O)N23)cc1,-5,0,5,-7,-1,-3,0,-1,8
S=c1[nH]c(-c2ccccc2)cn1-c1ccccc1,-5,3,3,7,11,-1,2,10,-6
COc1ccc(-n2ncc3c(NCCN4CCOCC4)ncnc32)cc1,-3,11,-6,-14,-1,-2,1,4,6
CNC(=O)NC(=O)C(C)OC(=O)CCCSc1nc2ccccc2s1 (configuration not stated),1,3,-3,6,9,0,-6,1,-1
CC(O)CNc1ccc(-c2n[nH]c(=O)c3ccccc23)cc1[N+](=O)[O-] (configuration not stated),-6,3,1,4,18,-1,-3,-2,-1
CCOc1ccccc1N1CCN(C(=O)c2cc3cc(OC)ccc3[nH]2)CC1,-2,-10,7,-2,19,2,3,2,-1
O=C(Nc1nn[nH]n1)c1ccc(S(=O)(=O)N2CCCCC2)cc1,5,1,5,4,1,-1,-3,-4,-2
COc1ccc(-n2c(SCC3CNC(=O)O3)nnc2-c2ccc(Cl)cc2)cc1 (configuration not stated),5,-2,2,7,-12,-1,-1,1,-1
COC(=O)c1ccc(Oc2c(C)oc3c(CN4CCN(C)CC4)c(O)ccc3c2=O)cc1,-2,9,-8,2,1,8,-4,5,-1
COC(=O)c1cc(NS(=O)(=O)c2ccc3c(c2)CCC(=O)N3)cc(C(=O)OC)c1,-6,3,6,-8,11,-1,2,6,-2
COc1cccc(C2C(C(N)=O)=C(C)Nc3nc(-c4cccc(Cl)c4)nn32)c1 (configuration not stated),-1,-21,1,-1,16,0,-3,6,6
Cc1c(Cc2ccccc2)c(=O)oc2cc(OCC(=O)N3CCC(C(N)=O)CC3)ccc12,-3,9,15,1,-12,-3,-1,-4,6
Cc1c(OCC(=O)NCCCN2CCOCC2)ccc2c(-c3ccccc3)cc(=O)oc12,4,5,8,4,-11,-1,1,-1,2
Cc1nc(CS(=O)(=O)c2ccccc2)cc(Sc2ccc(Cl)cc2)n1,0,9,4,-6,16,1,-2,4,7
CC1COC(c2cccn2Cc2ccccc2Cl)=N1 (configuration not stated),1,10,5,-1,-3,0,45*,1,7
CCN1C(=O)N[C@@H](c2ccc(Br)cc2)C(C(=O)OC)=C1C,0,6,13,4,19,-3,3,-6,0
CC1(C(=O)N2CCC(CC3CC(c4ccc(Cl)cc4)=NO3)(C(=O)NCC3CCCCC3)CC2)CC1 (configuration not stated),0,1,-6,4,36,-2,-1,1,-2
CCOc1ccc(NC(=O)c2cc3n(n2)C(C(F)(F)F)CC(c2ccco2)N3)cc1 (configuration not stated),1,3,1,6,-2,2,-3,5,4
CC1=CC(C)(C)Nc2ccc(OC(=O)C(Cc3ccccc3)N3C(=O)C4CCCCC4C3=O)cc21 (configuration not stated),18,9,10,-1,2,-2,2,5,8
COc1ccc(NC(=O)CN(C)C(=O)c2ccc3c(c2)S(=O)(=O)N=C2CCCCCN23)cc1,2,0,4,0,4,3,1,5,4
COc1ccc(C2(C)NC(=O)N(CC(=O)c3ccc4c(c3)OCO4)C2=O)cc1 (configuration not stated),-1,-3,5,-7,1,0,-4,6,1

# New compounds follow.
SMILES,GSTO1 counter,ZTA counter,PAFAH1B3 FP inh,EBNA-1 inh,PREPL inhibitor,LYPLA1 inh,PAD4 inh,LYPLA2 inh,PAFAH2 FP inh
CCN(C[C@H]1N[C@@](C)(C(=O)OC)[C@H]2C(=O)N(Cc3ccccc3)C(=O)[C@@H]12)C(=O)Nc1ccc(OC)cc1,.,.,7,.,15,.,0,.,1
CC(Sc1ncccn1)C(=O)NC1(C#N)CCCCC1 (configuration not stated),.,8,0,.,2,1,-4,7,2
COc1cc(NC(=O)Cn2c(=O)n(CC3CCCO3)c(=O)c3ccccc32)cc(OC)c1 (configuration not stated),-2,8,10,-2,-13,-5,1,7,4
Cc1cc(C(=O)N2CC(C)CC(C)C2)c(C)o1 (configuration not stated),.,19,10,.,4,4,-1,-3,8
COc1cc2c(cc1N/C=C(\C#N)c1nc(-c3ccc(F)cc3)cs1)oc1ccccc12,6,5,1,-4,-6,0,2,2,-9
CC(C)NC(=O)c1c(CSc2ccccc2)noc1C(=O)NCc1ccccc1,5,-6,-12,16,9,1,-1,8,5
COc1nc(Nc2cccc(F)c2)nc(OC)n1,5,13,4,-2,-11,0,-5,-1,1
CN(CC(=O)Nc1cccc(S(=O)(=O)N2CCOCC2)c1)CC(=O)Nc1ccc(Cl)c(C(F)(F)F)c1,-10,7,6,11,16,-13,-2,-11,0
O=C(CNC(=O)c1cccc(F)c1)N/N=C/C=C/c1ccccc1,3,-1,8,-11,0,-1,-5,1,-5
COc1ccccc1C(=O)NCCC(=O)Nc1ncccc1O,3,5,0,2,0,-3,0,1,-5
COc1ccccc1-c1cc(C(=O)Nc2c(F)cc(F)cc2Br)no1,-8,2,5,-8,14,-7,-5,-3,-13
Cc1ccc(C)c(OCC(O)CN2CCN(CCN3C(=O)c4cccc5cccc(c45)C3=O)CC2)c1 (configuration not stated),0,7,1,2,-8,0,-2,54*,1
CC(C)C(=O)Nc1ccc2oc(-c3cc(F)c(F)cc3Cl)nc2c1,6,-7,6,0,17,-2,-3,-1,2
O=C(Nc1ccc(Cl)cc1F)C1CC1,1,-2,1,-9,1,3,-2,-1,-2
CCOC(=O)C(=O)Nc1sc(C(=O)N(CC)CC)c(C)c1C#N,-1,-2,6,-6,13,0,1,4,2
Cc1c(NC(=O)C(C)Sc2n[nH]c(N)n2)c(=O)n(-c2ccccc2)n1C (configuration not stated),0,-15,-3,10,2,6,1,8,-2
CC(C)(C)c1ccc(S(=O)(=O)N2CCN(c3ccccn3)CC2)cc1,0,-5,4,5,-91,2,5,4,3
Clc1cccc(CSc2ncn(-c3ccccc3)n2)c1,-5,1,7,9,-20,-2,-2,3,4
O=C(COc1ccccc1)Nc1cccc(-c2nnc(-c3ccccc3)o2)c1,-6,-6,1,-1,-74,-24,-7,-33,-9
Cn1c(=O)[nH]c(=O)c2c1nc(NN)n2CCOc1ccccc1,-2,-17,7,7,27,-2,4,5,1
CCSc1nnc(NC(=O)COc2ccccc2[N+](=O)[O-])s1,-5,5,7,-11,5,0,-3,1,4
CC(C)Oc1ccc(OCCn2c(=S)[nH]c3c(N)ncnc32)cc1,7,8,8,13,0,-5,-3,-8,-7
O=C(O)c1ccc(CS(=O)(=O)c2ccc(Br)cc2)cc1,1,-8,4,-10,17,-1,0,-1,1
Cc1cccc(NC(=O)COC(=O)CN2CCCCCC2=O)c1C,.,.,-11,.,6,.,5,.,1
Cc1ccc(Cl)cc1NC(=O)[C@@H]1CCC(=O)N1C1OC(=O)c2ccccc21 (some centres not stated),-8,11,2,10,1,-5,-1,-7,5

# Further structures follow.
SMILES,GSTO1 counter,ZTA counter,PAFAH1B3 FP inh,EBNA-1 inh,PREPL inhibitor,LYPLA1 inh,PAD4 inh,LYPLA2 inh,PAFAH2 FP inh
O=S(=O)(c1ccc(F)c2ccccc12)N1CCCCC1,13,-11,4,7,-3,8,4,13,6
Cc1csc(SCc2nc3scc(-c4ccccc4)c3c(=O)[nH]2)n1,-12,-7,6,-4,8,-6,-8,-8,8
c1ccc(CNCCN2CCNCC2)nc1,-3,-10,9,-3,-46,-1,2,-4,-6
CC(=O)Nc1cccc2ncccc12,5,6,3,-11,-3,4,-5,-3,0
O=C(COC(=O)c1cc([N+](=O)[O-])ccc1N1CCOCC1)Nc1c(Cl)cccc1Cl,1,6,2,1,2,0,-1,2,-3
O=C(CCS(=O)(=O)c1ccccc1)OCc1ccc([N+](=O)[O-])cc1,16,3,-2,-7,-4,-3,-1,3,-3
CCOC(=O)c1cccc(C(=O)OCC)n1,-8,0,5,3,0,-1,-4,4,11
CN(CCN1CCOCC1)Cc1nc(-c2ccccc2)no1,2,1,6,2,-13,-2,-3,3,-5
S=C1NCN(Cc2ccco2)CN1,2,-14,5,-5,11,3,1,-4,0
CC(NC(=O)c1cccs1)C1CCCO1 (configuration not stated),4,-2,-2,-14,9,0,-3,2,-1
COc1ccccc1NS(=O)(=O)c1cc(NC(=O)c2cc(F)c(F)c(F)c2F)ccc1N1CCOCC1,.,.,-27,.,-1,.,-9,.,-44
CC(NC(=O)COC(=O)c1ccc(N(C)C)cc1)c1ccccc1 (configuration not stated),1,-14,3,3,4,-1,-2,8,79*
COc1ccc(NC(=S)N/N=C2\CC(C)(C)Oc3ccc(OC)cc32)cc1,6,-10,4,7,-3,2,1,1,-7
COc1cc(C2SCC(=O)N2CCc2ccc(OC)c(OC)c2)ccc1O (configuration not stated),-2,-18,.,5,6,3,-5,1,.
Clc1ccccc1-c1nnc2sc(-c3ccc(Br)o3)nn12,9,3,5,18,22,1,4,6,3
CCN(CC)c1nc(Nc2ccccc2)nc(Oc2ccc(=O)[nH]n2)n1,-2,-9,2,8,11,2,2,7,-6
CCc1ccccc1NC(=O)Nc1cccc(F)c1,1,-3,8,7,-1,-6,-1,-4,5
COc1ccc(C)cc1S(=O)(=O)N1CCN(c2ccccc2)CC1,7,11,-1,-9,-3,-3,2,-4,10
Cc1ccccc1-n1nc(C)c2c1N=C1C(Cl)=CC(Cl)=CN1C2c1ccc(C(=O)O)cc1 (configuration not stated),5,-7,2,-3,10,-4,-4,9,5
Nc1ccc(Sc2nnnn2-c2ccccc2)c(Cl)c1,3,-6,15,4,-6,0,2,2,-3
COC(=O)[C@H]1C[C@@H]1[C@H](NC(=O)OCc1ccccc1)c1ccccc1,7,7,4,10,0,0,5,6,-3
CC(C)(C)c1ccc(Cn2ccc(-c3ccc4c(c3)OCO4)n2)cc1,9,20,7,5,10,-3,-4,5,2
COC(=O)c1ccc(-c2cc(CC3(C(=O)OC)CCN(C(=O)OC(C)(C)C)CC3)on2)cc1,1,-6,-2,5,1,1,-1,4,-6
O=C(CCCC(=O)N(CC(=O)NC1CCCCC1)c1ccccc1F)Nc1ccccn1,2,0,7,-2,-3,1,0,-4,-6
CN(C)c1cc[n+](CC(=O)c2ccc(Br)cc2)cc1,7,3,8,12,28,1,-3,5,2
CC(=O)c1sc(NC(=O)COc2ccc(Br)cc2)nc1C,-1,-2,-2,43*,-1,-1,-4,-5,-8
COc1cc(S(=O)(=O)NCc2cccnc2)c(OC)cc1Br,-1,-1,-4,1,6,0,-2,-8,-6

# One compound at a time, as listed above. Screens in order: GSTO1 counter	ZTA counter	PAFAH1B3 FP inh	EBNA-1 inh	PREPL inhibitor	LYPLA1 inh	PAD4 inh	LYPLA2 inh	PAFAH2 FP inh
# Cc1c(OCC(=O)NCCCN2CCOCC2)ccc2c(-c3ccccc3)cc(=O)oc12 as listed: 4	5	8	4	-11	-1	1	-1	2
# O=C(Nc1nn[nH]n1)c1ccc(S(=O)(=O)N2CCCCC2)cc1 as listed: 5	1	5	4	1	-1	-3	-4	-2
# CC(C)(C)c1ccc(S(=O)(=O)N2CCN(c3ccccn3)CC2)cc1 as listed: 0	-5	4	5	-91	2	5	4	3
# COc1ccc(C2(C)NC(=O)N(CC(=O)c3ccc4c(c3)OCO4)C2=O)cc1 (configuration not stated) as listed: -1	-3	5	-7	1	0	-4	6	1
# CCOC(=O)c1cccc(C(=O)OCC)n1 as listed: -8	0	5	3	0	-1	-4	4	11
